iPSC survival up = enhancers of single-cell hiPSC survival, primary screen, ATPlite luminescence | 100% = ROCK inhibitor wells, 0% = DMSO | survival enhancement, % at 20 µM | 360,000 compounds, 0.044% hits | AID 602274, 2012; in the data active = survival enhancement above about 18%;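 note: cells exposed to compounds for 16 hours before the ATP read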
PDI turbidity = inhibitors of human PDI, primary screen, biochemical, turbidity, single point, plate reader. Protein disulfide-isomerase (Homo sapiens), P07237. inhibition, % at 10 µM. PDI insulin aggregation turbidity, A650, 90 min. 350,000 compounds, 0.052% hits;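 active = mean inhibition across replicates of 30% or more, whatever share of single replicates reach that level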;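 note: absorbance from insulin aggregation driven by PDI reduction with DTT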
Target sequence (P07237 whole entry, looked up): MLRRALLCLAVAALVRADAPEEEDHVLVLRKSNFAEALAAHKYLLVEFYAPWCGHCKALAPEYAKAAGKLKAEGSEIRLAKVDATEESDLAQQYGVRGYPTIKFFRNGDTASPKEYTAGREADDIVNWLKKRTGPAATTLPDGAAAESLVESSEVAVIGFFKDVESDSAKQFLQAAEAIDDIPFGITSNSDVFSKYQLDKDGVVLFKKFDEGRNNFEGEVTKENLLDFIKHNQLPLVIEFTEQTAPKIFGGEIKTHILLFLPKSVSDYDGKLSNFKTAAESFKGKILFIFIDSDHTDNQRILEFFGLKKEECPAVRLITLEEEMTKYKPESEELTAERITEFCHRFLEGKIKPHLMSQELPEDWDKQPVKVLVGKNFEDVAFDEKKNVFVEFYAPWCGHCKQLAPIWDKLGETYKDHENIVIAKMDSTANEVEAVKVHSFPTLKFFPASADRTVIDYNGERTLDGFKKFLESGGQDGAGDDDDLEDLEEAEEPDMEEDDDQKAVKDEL
TRPM1 prom inh = inhibitors of MITF-dependent TRPM1 promoter reporter, primary screen, cell-based, SK-MEL-5, single point, luciferase | SK-MEL-5 TRPM1 promoter luciferase, 24 h | inhibition, % at 12.5 µM | 330,000 compounds, 0.83% hits | AID 488899, 2010;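 active = mean inhibition across replicates of 60% or more, whatever share of single replicates reaches that level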; note: values of inactives mirror those of a sister screen read the other way
aDG glyco up = activators of alpha-DG glycosylation, primary screen, uHTS, Pro5-aDG cells, AlphaScreen; AID 624168, 2012; alpha-DG glycosylation AlphaScreen (IIH6); 0% Pro5, 100% B10-LARGE cell signal; activation, % at 10 µM; 360,000 compounds, 0.22% hits;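 active = activation of at least 8% versus controls, or a plate z-score of at least 8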;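 note: Pro5 are CHO cells carrying HIG-tagged alpha-DG that lacks glycosylation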
Granule exo inh = LAMP-1 surface exposure blockers, TALL-104 cells – cell-based, flow cytometry, MLPCN library, primary screen | AID 651702, 2012 | 360,000 compounds, 0.66% hits | TALL-104 LAMP-1 surface exposure; cells stimulated with thapsigargin and PMA | inhibition, % at 10 µM;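 active = inhibition above about 55%, limit read from the data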
HIF-2a block = HIF-2a reporter inhibitors, primary screen, luminescence, 786-0 RCC cells; 786-0 RCC cells HIF-2a reporter, luciferase luminescence, overnight; inhibition, % at 18.8 µM; 360,000 compounds, 0.72% hits; AID 624352, 2012;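 active = inhibition of the luminescence signal of 40% or more relative to plate controls, in a single-dose primary screen at 18.75 µM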
Vif imaging = HIV Vif self-association inhibitors, primary screen, imaging, HEK293T, single point | HEK293T cells, Vif self-association by quenched fluorescence, 24 h | inhibition, % at 7.49 µM | 340,000 compounds, 0.35% hits | AID 602346, 2012; in the data active = inhibition above about 50%, passing the limit was not always enough; note: some results filed as inactive read as strong as hits
Peg3 prom inh = Peg3 promoter-driven luciferase inhibitors, primary screen, cell-based, HeLa, luciferase luminescence. HeLa PEG-Prom luciferase reporter, overnight. inhibition, % at 20 µM. 360,000 compounds, 1.7% hits. AID 588405, 2011;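 active = inhibition of at least 50% at 20 µM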
CaV13 ICDI inh = Disruptors of the CACNA1D IQ motif to Ca2+-dependent inactivation inhibitor domain association, primary screening, Förster resonance energy transfer in intact living …; HEK cells, CFP/YFP FRET ICDI-IQ, plate reader, 10 min; percent FRET-ratio fall versus neutral wells; inhibition, % at 12.3 µM; 340,000 compounds, 0.098% hits;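 active = mean replicate inhibition of at least 30% and at least 1% of replicates passing that level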;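 note: 0% = median of the neutral control wells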
NR2E3 ag-1 = inhibitors of NR2E3-RetCOR corepressor binding, primary screen, NR2E3 agonist project, biochemical, TR-FRET, GST-NR2E3, biotin-RetCOR | 1536-well | AID 2300, 2010 | Photoreceptor-specific nuclear receptor (Homo sapiens), Q9Y5X4 | 320,000 compounds, 0.12% hits | inhibition of corepressor binding, % at 4.78 µM;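 active = percent inhibition above the cutoff of mean plus 3 SD of all tested compounds, set per screening campaign, cut at about 20% in these data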;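 note: 0% = DMSO wells and 100% = biotin wells as full block of FRET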
Target sequence (Q9Y5X4 whole entry, looked up): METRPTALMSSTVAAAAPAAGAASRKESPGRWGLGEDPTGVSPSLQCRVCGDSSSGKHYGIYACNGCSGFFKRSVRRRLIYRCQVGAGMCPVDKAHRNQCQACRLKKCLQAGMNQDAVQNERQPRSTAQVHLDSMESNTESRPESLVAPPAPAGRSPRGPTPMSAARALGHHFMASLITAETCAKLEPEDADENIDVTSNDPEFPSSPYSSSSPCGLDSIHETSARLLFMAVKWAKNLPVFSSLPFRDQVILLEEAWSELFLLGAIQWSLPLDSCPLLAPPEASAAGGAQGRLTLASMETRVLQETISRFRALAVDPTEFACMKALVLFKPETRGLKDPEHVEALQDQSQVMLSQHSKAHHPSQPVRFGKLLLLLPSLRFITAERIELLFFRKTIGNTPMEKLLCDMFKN
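Material: NR2E3–RetCOR corepressor complex / Amount: 1.35 nM GST-NR2E3 / Medium: Tris pH 7.5 / Compound: single nominal compound dose of 4.8 µM / Incubation: 5 h at 4 °C / Technique: TR-FRET, Eu(K)-anti-GST donor, streptavidin-D2 acceptor, ex 340, em 617/671 nm / Read-out basis: percent loss of FRET ratio relative to control wells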
NR2E3 ag-2 = NR2E3 agonists in two-hybrid cells, primary screen, cell-based, luminescence, CHO-S, Gal4-NCOR/VP16-NR2E3. Photoreceptor-specific nuclear receptor (Homo sapiens), Q9Y5X4. luciferase. inhibition of corepressor binding, % at 3.98 µM. 360,000 compounds, 0.35% hits. AID 602229, 2012;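 active = inhibition above the mean of all tested compounds plus 3 SD, cut at about 70% in these data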;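 note: 0% = DMSO with NR2E3 transfected cells and 100% = cells lacking NR2E3 construct; higher means lower luciferase signal from less NR2E3 corepressor binding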
* = called active by the depositor; / = no result given.

Values run as follows: iPSC survival up | PDI turbidity | TRPM1 prom inh | aDG glyco up | Granule exo inh | HIF-2a block | Vif imaging | Peg3 prom inh | CaV13 ICDI inh | NR2E3 ag-1 | NR2E3 ag-2
1	CC(=O)Nc1ccc(CN2CCN(CCc3ccccc3)C(CCO)C2)cc1 (configuration not stated)
 : -0.4 | -0.9 | -3.1 | 0.0 | -1.5 | 17.2 | 6.6 | 13.8 | -5.9 | 3.9 | -5.6
2	O=C(/C=C/c1ccncc1)c1ccc(NC(=O)c2ccccc2F)cc1
 : -0.6 | 7.2 | 11.9 | -0.6 | 12.2 | 31.4 | -2.6 | 103.4* | / | 1.7 | -29.9
3	COc1ccc(Cn2nnnc2C(c2cc3cc(C)cc(C)c3[nH]c2=O)N2CCOCC2)cc1 (configuration not stated)
 : 0.8 | 11.0 | 3.9 | 0.0 | -2.9 | -2.0 | 5.6 | 0.4 | -2.5 | -1.4 | 3.0
4	O=C1C=CC(=Nc2ccc3c(c2)C(=O)c2ccccc2-3)O1
 : -2.3 | 2.2 | 13.1 | -0.3 | -2.4 | 8.6 | -18.7 | -3.5 | -6.2 | / | -8.3
5	CCCCn1c(N)c(N(CCC(C)C)C(=O)c2ccc3c(c2)OCCO3)c(=O)[nH]c1=O
 : -0.6 | 1.8 | 2.7 | -0.2 | -2.1 | 3.9 | -4.1 | 1.8 | -7.0 | -0.2 | -13.2
6	Cc1ccc(NC(=O)CSc2nnc(-c3ccncc3)n2N)cc1C
 : 0.7 | 3.7 | 10.1 | -0.2 | -0.5 | 5.0 | 7.8 | 16.3 | -3.2 | 2.2 | 6.1
7	COc1ccc(C(=O)N2CCC(C(=O)Nc3ccc(OC)c(OC)c3)CC2)cc1
 : 1.0 | -1.7 | 5.7 | 0.1 | -2.9 | 16.6 | 0.7 | -7.1 | / | 0.1 | -14.2
8	COC(=O)[C@@H](Cc1c[nH]c2ccccc12)NCc1ccc(B(O)O)cc1
 : 1.1 | 10.7 | 2.8 | 0.1 | -2.3 | -31.9 | 2.7 | -37.6 | -8.6 | / | -6.2
9	Cc1nc2ccccc2c(=O)n1/N=C/c1cccs1
 : 1.1 | 0.2 | -15.7 | -0.3 | -1.1 | -137.1 | 6.8 | -61.1 | -3.2 | -1.5 | -53.7
10	CC(=O)N1CCN(C(=O)c2ccc(-c3ccccc3Cl)o2)CC1
 : 3.4 | 1.7 | -59.5 | 0.4 | 0.7 | -168.4 | 36.0 | -156.5 | -4.7 | -2.2 | -86.7
11	O=C(NCCOc1ccccc1)c1n[nH]c(=O)c2ccccc12
 : 2.3 | -4.7 | -16.7 | -0.2 | -2.3 | -18.7 | 0.0 | -49.3 | / | 3.1 | -32.1
12	O=C(NCCc1ccc(Cl)cc1)c1ccc2ccccc2n1
 : 0.1 | 2.0 | -9.1 | -0.1 | -7.3 | -136.4 | 1.9 | -162.2 | -7.0 | 0.6 | -100.8
13	COc1ccc(NC(=O)c2c(C(F)(F)F)nn(C)c2SCc2ccccc2Cl)cc1
 : -2.9 | 4.2 | 5.6 | 0.5 | -0.7 | 14.8 | 3.7 | 9.6 | -5.5 | 1.6 | -0.7
14	COCCN(CCOC)C(=O)CSc1ccc(S(=O)(=O)N2CCN(C)CC2)cn1
 : -0.4 | -0.2 | 2.6 | 0.1 | -4.4 | 2.0 | -6.0 | 14.1 | -2.0 | -1.8 | -4.3
15	COc1cccc(CN(C)C(c2ccccc2)c2ccccc2)c1OC
 : -0.7 | -5.7 | 5.8 | 0.2 | 88.8* | -0.3 | 4.0 | 0.0 | -2.4 | 2.4 | -5.7
16	Cc1cccc(S(=O)(=O)NC(=O)C2(C)CCN2C(=O)Cc2ccccc2)c1 (configuration not stated)
 : 2.4 | 12.1 | / | 0.0 | -0.2 | 15.3 | -0.8 | 8.6 | -10.8 | / | 5.6
17	O=C(Cn1ncc2c3ccccc3n(Cc3cccc(Cl)c3)c2c1=O)NCc1ccccn1
 : -0.4 | -3.0 | -0.8 | 0.5 | -3.6 | 10.7 | 1.9 | 28.1 | -2.5 | -1.0 | 8.9
18	COc1ccc2cc(CCNC(=O)c3ccc(S(=O)(=O)N4CCOCC4)cc3)c(=O)[nH]c2c1
 : -0.3 | -1.3 | -4.5 | 0.2 | 0.2 | 27.0 | 5.2 | 14.7 | -6.1 | 0.3 | -10.8
19	c1ccc(-c2nnc(CSc3nnc(-c4ccncc4)n3Cc3ccco3)o2)cc1
 : -2.8 | -8.3 | 10.2 | 0.2 | 0.1 | 3.8 | -5.2 | 1.6 | -5.4 | 4.1 | 26.5
20	COc1ccc(NC(=O)C2(C)Cc3c(-c4ccccc4)ccnc3O2)cn1 (configuration not stated)
 : 1.6 | -2.3 | / | 0.2 | 9.0 | 21.5 | / | 35.0 | -8.9 | / | -35.6
21	Cn1c(CNC(=O)c2ccccc2F)nnc1SCC(=O)NCc1ccccc1
 : -0.4 | 2.3 | -1.1 | -0.3 | 6.6 | 7.2 | 16.3 | 8.5 | -3.2 | -1.1 | -4.5
22	CC(C)Nc1nc(-c2ccccc2CO)c2sccc2n1
 : -2.5 | -2.9 | / | 0.3 | 12.4 | 1.5 | -1.4 | 32.2 | -4.7 | / | -5.2
23	Cc1cccc(N2CCN(C(=O)c3c(Cl)cnn3C)CC2)c1C
 : -0.5 | 4.2 | 10.1 | 0.2 | -4.0 | 3.8 | -0.8 | 10.5 | -5.8 | 1.2 | 3.0
24	CCOC(=O)C1(C)CCN1C(=O)c1ccccc1C (configuration not stated)
 : -1.4 | -2.9 | / | -0.1 | -14.1 | 10.7 | 5.3 | 1.4 | -5.2 | / | -11.5
25	CCOc1ccc2nc(N/C(N)=N/C(=S)Nc3cccc(OC)c3)nc(C)c2c1
 : 0.2 | -13.2 | -0.9 | 0.6 | 25.3 | -31.0 | -12.4 | 24.0 | -1.7 | -0.7 | -3.2
26	O=C(CSc1nnc2ccccn12)c1ccccc1
 : -3.0 | -6.6 | / | -0.1 | -1.5 | -179.4 | 14.5 | -173.8 | -7.1 | 2.5 | -68.0
27	Cc1ccc(C)c(NC(=S)c2nc3ccccc3s2)c1
 : 2.1 | -27.8 | -37.0 | -0.1 | -2.0 | -165.6 | 6.9 | -168.3 | 1.3 | -0.8 | -44.2
28	O=C(COC(=O)COc1ccccc1Cc1ccccc1)Nc1cccnc1Cl
 : 0.3 | 4.3 | -9.5 | 0.4 | 3.7 | 6.4 | 17.3 | 4.2 | -14.7 | -1.3 | -2.7
29	CC(C)Cc1ccc(CN2CCCC(NC(=O)CSc3nncn3C)C2)cc1 (configuration not stated)
 : 0.2 | -8.0 | -1.2 | -0.2 | 2.0 | -1.4 | 4.9 | 0.1 | -2.8 | -0.1 | -3.1
30	N#Cc1c(-c2ccccc2)nc(N2CCCCCC2)[nH]c1=O
 : -2.0 | 3.4 | 1.2 | -0.1 | 10.1 | 26.0 | 5.0 | 12.9 | -8.2 | 11.1 | 6.0
31	CC(NC(=O)C(=O)N/N=C/c1ccc(Cl)cc1)c1ccccc1 (configuration not stated)
 : -0.5 | -4.8 | 5.6 | 0.5 | -3.0 | 5.7 | -12.9 | 10.9 | 3.7 | 3.5 | 9.3
32	O=C(C[C@@H]1C/C=C\C[C@H](NC(=O)OCC2c3ccccc3-c3ccccc32)C(=O)OC[C@H]2CCCN2C1=O)N[C@H](CO)Cc1ccccc1
 : 0.0 | 11.8 | -8.7 | 0.1 | -7.5 | -3.2 | -0.6 | 2.5 | -5.8 | / | -20.6
33	Cc1ccccc1C(=O)NC1CCN(C(=O)Nc2ccccc2Cl)CC1
 : -1.4 | 22.3 | -1.6 | 0.1 | -1.5 | 19.7 | 7.3 | 5.3 | -3.9 | 1.9 | 6.2
34	O=C(N/N=C/c1cc2c(cc1[N+](=O)[O-])OCO2)c1ccccn1
 : 0.5 | -7.9 | -13.2 | 0.2 | 1.8 | -83.2 | -4.9 | -104.9 | -7.0 | 1.3 | -33.7
35	Cc1cc(=O)n(C(NC(=O)c2ccccc2)C(=O)c2ccccc2)cn1 (configuration not stated)
 : 0.3 | -2.6 | 9.0 | -0.2 | 1.5 | -67.9 | 0.4 | -29.6 | -7.1 | -0.1 | -2.1
36	CN(Cc1ccccc1)C(=O)c1cccc(NC(=O)c2ccco2)c1
 : 5.3 | -2.5 | -1.2 | 0.0 | 0.9 | 10.9 | -6.5 | 12.3 | 0.4 | 1.4 | -8.4
37	Cc1cc(-c2ccccc2)nc2oc3c(c12)NC(=O)CN(c1ccccc1)C3=O
 : -0.4 | -0.4 | 2.2 | 0.0 | -5.9 | 32.1 | 0.5 | 8.0 | -14.0 | -1.3 | -11.0
38	COc1ccc2c(c1)c(C(C)=O)c(C)n2-c1ccc(C(C)=O)cc1
 : -0.6 | -2.4 | -14.9 | 0.0 | -12.2 | 9.5 | -5.9 | 16.4 | -18.9 | / | -5.7
39	CCCCCCC1(C)NC(=O)N(C(C)C(=O)Nc2ccc(N3CCOCC3)cc2)C1=O (configuration not stated)
 : -0.4 | 1.6 | 2.6 | 0.3 | -0.5 | -11.9 | -1.4 | -7.9 | -6.9 | 1.7 | 3.7
40	Cc1ccc(NS(=O)(=O)c2cc(C(=O)N(C)C3CCN(C)CC3)ccc2Cl)cc1Cl
 : 0.3 | -2.0 | -14.4 | 0.1 | -2.6 | 5.5 | -3.9 | 13.0 | -6.7 | / | 4.5
41	CCOc1ccc(S(=O)(=O)N(CC(=O)NCc2ccncc2)c2ccc(C)cc2)cc1
 : -0.4 | 0.8 | 0.4 | 0.0 | -0.5 | 3.1 | -7.6 | 13.9 | -2.6 | -1.4 | -3.6
42	O=C(c1ccc(COc2c(F)c(F)c(F)c(F)c2F)o1)N1CCN(Cc2ccc3c(c2)OCO3)CC1
 : -1.2 | 4.5 | -2.3 | 0.0 | -1.0 | 23.8 | / | 21.3 | -8.6 | -2.9 | 3.9

Random excerpt: two compounds from above, in no set order.
Values run as follows: iPSC survival up | PDI turbidity | TRPM1 prom inh | aDG glyco up | Granule exo inh | HIF-2a block | Vif imaging | Peg3 prom inh | CaV13 ICDI inh | NR2E3 ag-1 | NR2E3 ag-2
42	O=C(c1ccc(COc2c(F)c(F)c(F)c(F)c2F)o1)N1CCN(Cc2ccc3c(c2)OCO3)CC1
 : -1.2 | 4.5 | -2.3 | 0.0 | -1.0 | 23.8 | / | 21.3 | -8.6 | -2.9 | 3.9
41	CCOc1ccc(S(=O)(=O)N(CC(=O)NCc2ccncc2)c2ccc(C)cc2)cc1
 : -0.4 | 0.8 | 0.4 | 0.0 | -0.5 | 3.1 | -7.6 | 13.9 | -2.6 | -1.4 | -3.6

Bioassay records: PubChem BioAssay, several laboratories
